M4 ag – agonists of human muscarinic M4 receptor (CHRM4) | P08173 | CHO-K1 hM4/Gqi5, Fluo-8 calcium fluorescence; vehicle 0%, full acetylcholine response 100% | activation, % at 3 µM | 0.14% of 360,000 active;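 active = activation above the run mean over all test wells plus 3 SD, cut at about 32% in these data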;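 also: peak over basal fluorescence ratio per well then scaled between controls; 0% = DMSO wells and 100% = acetylcholine at EC100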
Target sequence (P08173 whole entry, looked up): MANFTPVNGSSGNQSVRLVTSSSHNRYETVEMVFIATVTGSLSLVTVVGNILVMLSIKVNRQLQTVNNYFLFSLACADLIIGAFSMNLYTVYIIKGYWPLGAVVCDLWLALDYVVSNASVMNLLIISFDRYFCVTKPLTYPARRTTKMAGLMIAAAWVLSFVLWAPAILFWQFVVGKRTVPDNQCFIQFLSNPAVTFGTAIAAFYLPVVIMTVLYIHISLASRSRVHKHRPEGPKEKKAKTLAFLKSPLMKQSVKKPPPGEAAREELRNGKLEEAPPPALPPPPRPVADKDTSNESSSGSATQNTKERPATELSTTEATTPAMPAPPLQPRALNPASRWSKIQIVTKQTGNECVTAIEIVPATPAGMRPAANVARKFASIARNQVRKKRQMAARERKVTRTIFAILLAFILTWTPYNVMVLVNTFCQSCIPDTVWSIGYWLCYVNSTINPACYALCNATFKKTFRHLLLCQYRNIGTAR
CHRM4 PAM – potentiates acetylcholine response at human M4 receptor; P08173; CHO-K1 hM4/Gqi5, Fluo-8 calcium fluorescence, ACh EC20; 0% = ACh EC20, 100% = maximal ACh; activation, % at 3 µM; 0.4% of 360,000 active;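 active = activation above its plate's cutoff, the mean activation of sample wells plus 3 SD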; also: some results filed as inactive read as strong as hits
CRFBP-R2 agonist – agonists of human CRF-binding protein/CRF-R2 receptor complex | HEK293 CRF-R2/CRF-BP, calcium dye fluorescence (FLIPR); percent of saturating CRF peptide response | activation, % at 13.2 µM | 0.46% of 350,000 active | AID 588473;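 active = activation of at least 50%, plus an integration ratio under a set limit after plate pattern correction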;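 also: plate controls were neutral control wells without compound for no effect and CRF at EC100 for full effect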
M1 PAM – potentiates human M1 receptor response to acetylcholine. P11229. CHO-K1 hM1, Fluo-8 calcium fluorescence, ACh EC20; 0% = ACh EC20, 100% = maximal ACh. activation, % at 3 µM. 0.088% of 360,000 active; in the data active = activation above about 19%, passing the limit was not always enough
Target sequence (P11229 whole entry, looked up): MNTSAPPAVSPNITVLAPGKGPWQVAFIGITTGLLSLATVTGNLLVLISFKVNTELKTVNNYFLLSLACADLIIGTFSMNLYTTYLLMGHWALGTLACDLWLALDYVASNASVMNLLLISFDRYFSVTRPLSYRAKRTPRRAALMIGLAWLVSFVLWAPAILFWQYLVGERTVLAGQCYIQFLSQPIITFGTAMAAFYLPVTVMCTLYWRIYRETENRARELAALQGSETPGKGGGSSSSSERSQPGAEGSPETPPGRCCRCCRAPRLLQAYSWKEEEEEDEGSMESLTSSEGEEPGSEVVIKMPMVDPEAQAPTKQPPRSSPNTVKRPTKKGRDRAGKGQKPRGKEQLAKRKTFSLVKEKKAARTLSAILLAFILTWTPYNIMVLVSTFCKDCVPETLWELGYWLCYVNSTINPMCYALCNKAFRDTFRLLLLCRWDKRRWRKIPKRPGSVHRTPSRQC
CHRM5 antagonist – antagonists of human muscarinic M5 receptor (CHRM5); 0.59% of 360,000 active; AID 624040; CHO-hM5 cells, Fluo-8 calcium fluorescence, ACh EC80; inhibition, % at 3 µM;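 active = inhibition above a per-plate cutoff, the mean of that plate's test compounds plus 3 SD, cut at about 27% in these data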;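 also: 0% = acetylcholine EC80 with DMSO and 100% = DMSO without agonist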
M5 ag – CHRM5 agonism in calcium assay; CHO-K1 hM5 cells, Fluo-8 calcium fluorescence; 0% DMSO wells, 100% maximal acetylcholine response; 0.19% of 360,000 active; activation, % at 3 µM; P08912; AID 624037;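 active = activation above the run's mean over test compounds plus 3 SD, cut at about 23% in these data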;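 also: signal is peak over basal fluorescence ratio across the kinetic read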
CRFBP-R2 block – CRF-BP/CRF-R2 complex antagonism. HEK293 CRF-R2/CRF-BP, CRF-induced calcium fluorescence. inhibition, % at 11.8 µM. 0.59% of 350,000 active;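 active = inhibition of the ligand-induced calcium signal above about 50% at the single tested concentration, limit read from the data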
CHRM4 antagonist – CHRM4 antagonism in calcium assay; P08173; CHO-hM4 cells, ACh EC80, Fluo-8 calcium fluorescence; inhibition, % at 3 µM; 0.73% of 360,000 active; AID 624125;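 active = inhibition above its plate's cutoff, the mean inhibition of sample wells plus 3 SD, cut at about 27% in these data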;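 also: 0% = acetylcholine EC80 with DMSO and 100% = DMSO without agonist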
CHRM5 PAM – CHRM5 positive allosteric modulation; CHO-K1 hM5, Fluo-8 calcium, ACh EC20 PAM; 0% = ACh EC20, 100% = ACh EC100; activation, % at 3 µM; 0.3% of 360,000 active;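 active = activation above the run cutoff, the mean activation of all test compounds plus 3 SD, cut at about 18% in these data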
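Assay system – human M5 receptor in CHO-K1 cells · Read-out – % activation, ACh-normalized · Technique – Fluo-8 calcium fluorescence · Dosing – single-point, 3 µM nominal · Incubation – Fluo-8 loading 80 min at 37 °C plus 30 min room temperature · Repeats – singlicate, one well per test compound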
* hit, by the source's call; x = not tested or not shown.

SMILES	M4 ag	CHRM4 PAM	CRFBP-R2 agonist	M1 PAM	CHRM5 antagonist	M5 ag	CRFBP-R2 block	CHRM4 antagonist	CHRM5 PAM
COc1ccc2cc(C(=O)C3CCCN(C(=O)c4cc5nc(C)cc(C)n5n4)C3)ccc2c1 (stereo not drawn)	1	3	-3.3	1	5	0	13	0	-1
COc1cccc(C(C)NC(=S)NCc2ccc(F)cc2)c1 (stereo not drawn)	13	-9	0.6	-9	0	1	-6	-15	-4
Cc1nc(NN)nc(NCc2ccccc2)n1	-1	-5	-0.7	8	7	-3	2	2	6
Cc1ccc(NC(=O)c2ccc3ccccc3n2)cc1S(=O)(=O)N1CCOCC1	2	3	1.5	3	-7	-2	-3	-3	-3
Cc1cccc(N2CCN(c3ccc(NC(=O)/C=C\C(=O)O)cc3)CC2)c1	0	-1	0.4	-14	-6	-3	12	4	-3
CCN(CCO)c1nc(N2CCCCC2)c2cnn(C)c2n1	1	-2	-0.8	3	-9	-1	-11	2	8
CCN(c1cccc(C)c1)c1ncnc2nc[nH]c12	1	2	-0.5	-1	4	3	-8	-7	-6
COc1ccc(-c2c3c(=O)n(C)c(=O)n(C)c3cn2NC(C)=O)cc1	0	0	3.1	12	-4	4	-8	7	5
O=C(NCCN1CCOCC1)c1cccc(S(=O)(=O)Nc2ccc(Br)cc2)c1	1	-5	0.5	2	7	3	-5	6	-2
CCOC(=O)c1c(NC(=O)CSc2nnc(-c3cccnc3)o2)sc(C)c1C	2	4	1.1	2	7	-4	0	2	0

A different layout for some results above:
| canonical_smiles | M4 ag | CHRM4 PAM | CRFBP-R2 agonist | M1 PAM | CHRM5 antagonist | M5 ag | CRFBP-R2 block | CHRM4 antagonist | CHRM5 PAM |
| --- | --- | --- | --- | --- | --- | --- | --- | --- | --- |
| Cc1cccc(N2CCN(c3ccc(NC(=O)/C=C\C(=O)O)cc3)CC2)c1 | 0 | -1 | 0.4 | -14 | -6 | -3 | 12 | 4 | -3 |
| CCN(CCO)c1nc(N2CCCCC2)c2cnn(C)c2n1 | 1 | -2 | -0.8 | 3 | -9 | -1 | -11 | 2 | 8 |
| CCN(c1cccc(C)c1)c1ncnc2nc[nH]c12 | 1 | 2 | -0.5 | -1 | 4 | 3 | -8 | -7 | -6 |
| COc1ccc(-c2c3c(=O)n(C)c(=O)n(C)c3cn2NC(C)=O)cc1 | 0 | 0 | 3.1 | 12 | -4 | 4 | -8 | 7 | 5 |

(listing goes on)
SMILES	M4 ag	CHRM4 PAM	CRFBP-R2 agonist	M1 PAM	CHRM5 antagonist	M5 ag	CRFBP-R2 block	CHRM4 antagonist	CHRM5 PAM
Cc1c(Br)c([N+](=O)[O-])nn1CCCC(=O)NC(C)c1ccccc1 (stereo not drawn)	1	1	-0.3	3	11	-4	1	7	-4
CCNC(=O)C1(C)CCCN(C(=O)C2(c3ccc(Cl)cc3)CCCC2)C1 (stereo not drawn)	0	-1	x	6	1	0	x	-13	-1
COc1ccc(NC(=O)CS(=O)c2cccc(C(F)(F)F)c2)cc1 (stereo not drawn)	0	-4	-0.8	6	8	-4	13	6	-5
CC(NC(=O)c1ccc(F)cc1)C(c1cccs1)N1CCN(C)CC1 (stereo not drawn)	1	-5	6.9	5	4	-6	-7	18	-9
CCc1nnc(SCC(=O)Nc2ccc(N3CCN(S(C)(=O)=O)CC3)cc2)o1	1	-2	0.5	7	5	1	7	10	-3
CCOc1ccccc1OCCC(=O)Nc1ccc(F)c(Cl)c1	4	-8	-4.2	0	2	-5	-9	-13	-7
CCN(C(=O)COC(=O)c1ccc(SC)cc1OC)C1CCS(=O)(=O)C1 (stereo not drawn)	0	5	0.0	-9	6	0	-5	0	4
COc1ccc(C(=O)Nc2ccccc2C(=O)N/N=C/c2ccncc2)cc1OC	8	-20	2.2	0	-4	2	36	0	-1
O=C(O)COc1ccc(/C=C2/SC(=S)N(Cc3ccccc3)C2=O)cc1	0	-3	-0.6	9	-4	11	7	12	1
CCn1cc(S(=O)(=O)N2CCc3ccccc3C2)cn1	1	5	-0.2	3	-11	-8	-5	-11	4

Sorted by molar mass (largest number first): part of the list above.
SMILES	M4 ag	CHRM4 PAM	CRFBP-R2 agonist	M1 PAM	CHRM5 antagonist	M5 ag	CRFBP-R2 block	CHRM4 antagonist	CHRM5 PAM
CC(NC(=O)c1ccc(F)cc1)C(c1cccs1)N1CCN(C)CC1 (stereo not drawn)	1	-5	6.9	5	4	-6	-7	18	-9
CCN(CCO)c1nc(N2CCCCC2)c2cnn(C)c2n1	1	-2	-0.8	3	-9	-1	-11	2	8
CCn1cc(S(=O)(=O)N2CCc3ccccc3C2)cn1	1	5	-0.2	3	-11	-8	-5	-11	4

New compounds follow.
SMILES	M4 ag	CHRM4 PAM	CRFBP-R2 agonist	M1 PAM	CHRM5 antagonist	M5 ag	CRFBP-R2 block	CHRM4 antagonist	CHRM5 PAM
O=C1c2cc(F)ccc2OC2(CCNCC2)C12CC(c1ccccc1)=NO2 (stereo not drawn)	19	11	8.3	-5	8	2	-11	0	-12
O=C(NCc1ccc(Cl)cc1)C1CCN(C(=O)c2ccc(Cl)cc2)CC1	3	4	-2.9	5	1	-2	-3	-8	1
N/C(CCS(=O)(=O)c1ccc(Cl)cc1)=N\OC(=O)c1ccc(Cl)cc1	0	6	-4.0	9	6	0	-3	3	-1
CCC(C)[C@H](NC(=O)NCCC1=CCCCC1)C(=O)OC (stereo partly drawn)	0	-9	0.8	3	-5	0	-1	-5	8
COc1ccccc1Nc1nc(-c2ccccc2)nc2ccccc12	3	-7	-1.6	1	3	2	-29	-3	-2
CSc1ccc(C(=O)C2CCCN(C(=O)CCCn3cncn3)C2)cc1 (stereo not drawn)	2	5	-3.3	5	15	1	4	-1	-1
c1csc(CNc2nc(NCC3CCCCC3)c3sccc3n2)c1	19	-13	x	-14	26	10	x	27*	-5
Cc1ccccc1N1CCN(C(=O)c2ccccc2NC(=O)C2CC=CCC2C(=O)O)CC1 (stereo not drawn)	1	6	1.3	11	0	-1	11	-4	3
CC(C)Cn1c(N)c(C(=O)COC(=O)/C=C/c2ccccc2)c(=O)n(C)c1=O	20	-6	0.2	-11	18	10	5	13	-18
Cc1ccc(-c2n[nH]c(=O)c3ccccc23)cc1S(N)(=O)=O	1	1	8.5	10	4	-4	3	-1	5
CC1(c2ccc3ccccc3c2)NC(=O)N(CC(=O)Nc2cccc(S(=O)(=O)N3CCOCC3)c2)C1=O (stereo not drawn)	2	2	1.2	8	-5	-4	-5	6	3
O=C(CSc1nc2c([nH]c3ccccc32)c(=O)n1-c1ccc(F)cc1)NCc1ccco1	12	-4	-1.7	-4	-2	0	2	-7	-11
Cc1ccc(-n2nc(C)c3c2NC2=C(C(=O)CC(C)(C)C2)C3c2ccccc2OCC(=O)O)cc1 (stereo not drawn)	0	-1	-3.7	4	0	-1	27	5	10
CC(=O)Nc1ccccc1C(=O)C(=O)Nc1cccc(Br)c1	1	-5	-2.3	7	9	-7	-23	4	2
CCN(CC)S(=O)(=O)c1ccc2[nH]cc(C(=O)NCCc3ccc(OC)c(OC)c3)c(=O)c2c1	1	10	3.2	6	-1	-1	-6	2	-6
COc1ccc(-c2ccc3[nH]c4c(c3c2)CCN2C(=O)[C@@H]([C@H](C)O)[C@@H](N(C)C(=O)Nc3cc(Cl)cc(Cl)c3)C[C@@H]42)cc1	2	3	10	0	1	1	-7	-1	-2
O=C(O)CCC(=O)N1CN2CN(C(=O)CCC(=O)O)CC([N+](=O)[O-])(C2)C1	1	2	-1.2	5	1	0	-1	-5	2
CCCCc1c(O)cc(C)[nH]c1=O	2	8	-1.0	3	-1	0	6	-10	1
COc1cc(NC(=O)COC(=O)CC2CC3CCC2C3)cc(OC)c1 (stereo not drawn)	6	2	-1.7	2	15	0	2	-13	-8
COc1cccc(-n2nnc3c(=O)n(Cc4ccccc4F)cnc32)c1	1	2	0.7	-1	-10	0	7	7	-2
CC(=O)Nc1cc2c(cc1NC(=O)Cn1nc(-c3ccccc3)ccc1=O)OCCO2	2	0	0.2	3	2	-3	6	-1	2
COc1cc(C(=O)/C=C/c2cccnc2)c([N+](=O)[O-])cc1OC	1	0	-0.1	1	19	1	-8	11	5
COc1ccccc1N(CC(=O)NC(C)(C)C)S(=O)(=O)c1cccs1	0	1	-1.3	1	0	0	-1	6	-4
Cc1cc(C)n(CCNC(=O)C2CCC(=O)N(CCc3cccc(F)c3)C2)n1 (stereo not drawn)	1	16	-0.4	9	-14	-4	15	-7	11
COc1ccc(N2CCN(C(=O)NC3CC(=O)N(c4ccc(OC)cc4)C3)CC2)cc1 (stereo not drawn)	1	7	0.9	18	2	0	0	-5	7
O=C(O)/C=C\C(=O)Nc1ccccc1C(=O)N1CCC(O)(c2ccc(Cl)cc2)CC1	1	-1	3.1	12	6	-4	-8	4	1
O=C(Oc1cccc(NC(=O)c2cccs2)c1)c1cccc(S(=O)(=O)N2CCCC2)c1	6	-23	-1.0	-8	14	-1	13	9	-13
CCCCCN(C(=O)CCC(=O)OCc1ccccc1C)c1c(N)n(CCCC)c(=O)[nH]c1=O	0	12	0.7	13	5	1	-10	-7	-7
NC(=O)CC(NC(=O)Cc1cccc2ccccc12)c1ccc(NC2CCCCCCC2)c([N+](=O)[O-])c1 (stereo not drawn)	2	10	-1.7	11	-1	4	1	7	17
c1ccc(Oc2ccc(-c3ccnc4nc(N5CCOCC5)nn34)cc2)cc1	1	3	-1.6	2	-5	0	-2	-11	2
CC(C)CN(C(=O)Cn1nnc(-c2ccc(Cl)cc2)n1)C1CCS(=O)(=O)C1 (stereo not drawn)	1	4	-1.0	4	8	2	-7	-1	-2
CCCCn1c(/N=C/c2ccc3c(c2)OCO3)nc2ccccc21	3	-11	0.0	0	-4	1	4	8	1
Cc1ccc(OCC(=O)Sc2ccc(C)cc2)cc1	1	-3	-0.6	3	1	-2	35	12	0
S=C(NNc1ccnc2cc(Cl)ccc12)Nc1ccc(Cl)cc1Cl	2	-4	0.0	-2	5	1	-18	9	1
CCOc1ccc(S(=O)(=O)N2CCC(C(=O)OC(C)C(=O)NC3CCCCC3C)CC2)cc1 (stereo not drawn)	2	-1	-2.5	0	2	1	-4	3	-2
Cc1cccc(N2CCN(C(=S)Nc3ccc4nc(N5CCN(C)CC5)cc(C)c4c3)CC2C)c1 (stereo not drawn)	11	-35	0.5	5	13	-12	-1	26	-2
CCOc1ccc(NC(=O)CN(C)c2nnnn2-c2ccccc2)cc1OCC	0	16	-1.2	7	2	-2	-1	-6	0
Cc1ccc(S(=O)(=O)NNC(=O)c2csnn2)cc1	0	-1	-3.2	-2	3	0	1	9	-5
O=C(NNC(=O)C1CCCN(c2ncccn2)C1)c1ccncc1 (stereo not drawn)	1	-4	-1.5	8	-3	-4	13	7	3
COc1cccc(N2C(=NC(=O)c3ccccc3)SC3CS(=O)(=O)CC32)c1 (stereo not drawn)	1	0	0.1	6	15	-2	-2	9	0
COc1ccc(/C=C(\NC(=O)c2ccccc2)C(=O)OCC2CCCN3CCCCC23)cc1OC (stereo not drawn)	1	-6	0.9	1	0	-2	5	2	11
O=c1cc(O)c2c(=O)n(C3CCCCC3)c3ccccc3c2o1	0	14	-0.6	5	-7	-1	-16	-18	-3
COc1cccc(NC(=O)Nc2ccc3nc(C)c(C)nc3c2)c1	9	3	-1.9	3	-1	0	24	-2	1
O=S(=O)(Nc1cccc(S(=O)(=O)N2CCCC2)c1)c1ccc(Br)cc1	5	2	-0.5	4	-5	-1	-12	-22	-3
CC1CCN(C(=O)C2CCN(S(=O)(=O)c3ccc4c(c3)CC(C)N4C(=O)C3CC3)CC2)CC1 (stereo not drawn)	2	-3	0.3	8	6	2	-25	-2	-5
